MgcRacGAP inhibition = MgcRacGAP GTPase-activating activity inhibitors, confirmation, biochemical, ADP Hunter fluorescence | MgcRacGAP-stimulated Rac1 GTP hydrolysis, ADP Hunter fluorescence; higher % means a stronger effect; GST-tagged Rac1 F28L mutant substrate | hit rate 0.6% among 340,000 | one-dose inhibition, % at 30 µM; IC50 in µM for titrated hits;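 active means first-screen hits whose inhibition reached a set limit at any dose in the follow-up dose series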;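 further: fluorescence reports GDP produced by GAP-driven GTP hydrolysis; strong numbers were not always called active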
NOD2 inhibition = NOD2 signaling inhibitors, cell-based, luminescence, uHTS, HEK293 (AID 1566); hit rate 0.63% among 290,000; HEK293 NOD2/NF-kB luciferase reporter, luminescence; higher % means a stronger effect; one-dose inhibition, % at 4 µM; EC50 in µM for titrated hits; further: many of its hits are not listed in these tables
GPR55 activation = selective activators of receptor GPR55 – imaging, U2OS cells, beta-arrestin-GFP redistribution, primary screen (AID 1961). U2OS GPR55 beta-arrestin-GFP redistribution imaging; higher % means a stronger effect. one-dose activation, % at 10 µM; EC50 in µM for titrated hits. hit rate 0.048% among 290,000;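 active means activation above 40% with more than 50 cells counted in the well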;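 further: U2OS osteosarcoma cells stably expressing GPR55 and beta-arrestin-GFP; plate controls were DMSO negative control for no effect and LPI positive control for full effect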
KOR beta-arrestin-1 = KOR antagonists, beta-arrestin recruitment, cell-based, luminescence, uHTS (AID 1778); hit rate 0.091% among 290,000; KOR beta-arrestin recruitment, luminescence, antagonist mode; higher % means a stronger effect; one-dose inhibition, % at 10 µM; IC50 in µM for titrated hits; further: strong numbers were not always called active
GPR55 antagonists = inhibition of LPI-stimulated GPR55 beta-arrestin translocation – imaging, U2OS, beta-arrestin-GFP, LPI agonist, primary screen (AID 2013); U2OS GPR55 beta-arrestin-GFP translocation imaging, LPI antagonism; higher % means a stronger effect; one-dose inhibition, % at 10 µM; IC50 in µM for titrated hits; hit rate 0.13% among 290,000;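 active means spots per cell inhibited over 60%, with over 100 cells counted and total cytoplasm intensity under 500,000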;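 further: U2OS cells stably carrying GPR55 and arrestin-GFP stimulated by 5 µM LPI near EC80; imaged beta-arrestin-GFP aggregate spots per cell after agonist stimulation; plate controls were LPI-stimulated DMSO wells for no effect and DMSO wells without LPI for full effect; some results filed as inactive read as strong as hits; confirmed hits need IC50 under 10 µM and bright autofluorescent wells are also inconclusive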
HIV peptide binding = cell-free HIV fusion peptide-binding blockers – biochemical, uHTS, fluorescence dequenching, primary screen (AID 1986). cell-free peptide binding, fluorescence dequenching, 30 min; higher % means a stronger effect. hit rate 0.3% among 290,000. one-dose inhibition, % at 20 µM; IC50 in µM for titrated hits; in the data active means inhibition mostly above about 52%, no sharp cut-off; inactive means mostly below about 76%; further: some results filed as inactive read as strong as hits
NOD1 inhibition = NOD1 signaling inhibitors, primary screen, cell-based, luminescence, uHTS (AID 1578); one-dose inhibition, % at 4 µM; EC50 in µM for titrated hits; NOD1-driven NF-kB luciferase reporter cells, luminescence; higher % means a stronger effect; hit rate 1% among 290,000; in the data active means inhibition mostly above about 36%, no sharp cut-off; inactive means mostly below about 34%;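 further: HEK-293T reporter cells stimulated with the NOD1 agonist gamma-tri-DAP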
KOR beta-arrestin-2 = KOR agonists, beta-arrestin recruitment, primary screen, cell-based, luminescence, uHTS (AID 1777). KOR beta-arrestin recruitment, luminescence; higher % means a stronger effect. hit rate 0.02% among 280,000. one-dose activation, % at 10 µM; EC50 in µM for titrated hits; in the data active means activation above about 50%, passing the limit was not always enough; further: a part of the inactive calls stands beside numbers as strong as those of hits
SV40 large T antigen = TAg ATPase/helicase activity blockers – biochemical (AID 1903); SV40 large T antigen ATPase/helicase inhibition assay; higher % means a stronger effect; inhibition, % at 20 µM, or IC50 in µM where a hit was titrated; hit rate 0.39% among 310,000; in the data active means a potency from the dose series; further: strong numbers were not always called active
An asterisk follows results filed as active; / = not tested or not shown; [ ] = another dose, or the depositor's remark. Unless noted, no stated cut-off is given here; in the data, active means inhibition above about 50%; inactive means the rest. Some of the compounds tested. The share of hits here may be higher or lower than overall.

SMILES	MgcRacGAP inhibition	NOD2 inhibition	GPR55 activation	KOR beta-arrestin-1	GPR55 antagonists	HIV peptide binding	NOD1 inhibition	KOR beta-arrestin-2	SV40 large T antigen
CN(C)c1cccc(C(=O)NCc2ccc3c(c2)OCO3)c1	-2%	13%	-0.1%	1%	3%	-1.3%	-5%	3.1%	5%
Cc1ccnc(NS(=O)(=O)c2ccc(NC(=O)CN3C(=O)CCC3=O)cc2)n1	-2%	9%	0.9%	0%	4%	1.7%	-9%	-4.3%	14%
O=C(Nc1ccc(OCC(=O)N2CCC(Cc3ccccc3)CC2)cc1)c1ccco1	13%	-19%	-0.1%	-13%	-3%	-1.5%	-14%	-6.0%	6%
Cn1nc(C(=O)NCCCN2CCCCC2)c2c1-c1ccccc1S(=O)(=O)C2	11%	-11%	0.2%	-25%	14%	1.2%	-22%	-2.8%	6%
COc1ccc(S(=O)(=O)N2CCN(CC(=O)Nc3cccc(F)c3)CC2)cc1	-4%	2%	-0.1%	4%	-8%	-0.1%	2%	-0.5%	16%
CCn1c(CC(=O)Nc2ccccc2F)nnc1SCC(=O)Nc1nncs1	-1%	-10%	-0.2%	-17%	16%	1.8%	-44%	-2.5%	12%
Cc1nn2c(NCc3ccccn3)cc(C(C)C)nc2c1-c1ccccc1	8%	17%	-0.1%	6%	9%	0.4%	-2%	-2.3%	10%
CCOC(=O)N1CCN(C(=O)COc2ccc(S(=O)(=O)NC(C)C)cc2)CC1	3%	12%	-0.1%	27%	19%	-1.0%	-9%	-3.4%	/
CCc1nc(SCc2cc(Cl)ccc2OC)n[nH]1	6%	-17%	-0.1%	28%	4%	0.1%	-26%	-2.7%	9%
Cc1cccc(-n2nc([N+](=O)[O-])c(N3CCN(C(=O)c4ccco4)CC3)[n+]2[O-])c1	-5%	6%	0.1%	-4%	1%	-1.7%	-26%	-1.9%	28%
COc1ccc(CNC(=O)C2CCN(C(=O)Cc3ccccc3)CC2)cc1	6%	-29%	0.1%	-7%	-8%	2.4%	8%	-2.4%	5%
CCCNC(=O)c1ccc2c(=O)c(O)c(-c3cccc(Br)c3)[nH]c2c1	9%	22%	-0.1%	-27%	9%	3.2%	4%	-1.6%	56%
O=C(CSc1nnnn1-c1ccccc1)NCc1ccco1	16%	-10%	-0.4%	-16%	-3%	1.3%	-30%	-4.2%	7%
c1ccc2c(c1)sc1nnnn12	8%	-5%	0.6%	-11%	-5%	-3.3%	13%	-0.6%	-9%
COc1ccc2c(C)c(CC(=O)N3C[C@H]4C[C@@H](C3)c3cccc(=O)n3C4)c(=O)oc2c1OC	-6%	8%	-0.1%	-34%[20 µM]	-5%	-0.9%	-11%	-2.1%	/

Some of these compounds in order of the KOR beta-arrestin-2 value, ascending.
SMILES | MgcRacGAP inhibition | NOD2 inhibition | GPR55 activation | KOR beta-arrestin-1 | GPR55 antagonists | HIV peptide binding | NOD1 inhibition | KOR beta-arrestin-2 | SV40 large T antigen
Cn1nc(C(=O)NCCCN2CCCCC2)c2c1-c1ccccc1S(=O)(=O)C2 | 11% | -11% | 0.2% | -25% | 14% | 1.2% | -22% | -2.8% | 6%
Cc1nn2c(NCc3ccccn3)cc(C(C)C)nc2c1-c1ccccc1 | 8% | 17% | -0.1% | 6% | 9% | 0.4% | -2% | -2.3% | 10%
CN(C)c1cccc(C(=O)NCc2ccc3c(c2)OCO3)c1 | -2% | 13% | -0.1% | 1% | 3% | -1.3% | -5% | 3.1% | 5%

(continued)
SMILES	MgcRacGAP inhibition	NOD2 inhibition	GPR55 activation	KOR beta-arrestin-1	GPR55 antagonists	HIV peptide binding	NOD1 inhibition	KOR beta-arrestin-2	SV40 large T antigen
COC(=O)c1ccc(NC(=S)Nc2ccc3ccccc3c2)cc1	15%	-4%	0.3%	33%	9%	-1.4%	-21%	-6.6%	8%
NC(=O)c1ccc(N2CCNC(=O)C2)c([N+](=O)[O-])c1	9%	2%	0.3%	-7%	-6%	-0.5%	-24%	-3.3%	15%
COc1ccc(C2=NOC(C(=O)NCc3cccnc3)C2)cc1OC (configuration not stated)	6%	-12%	0.4%	-3%	-4%	-1.6%	-2%	-4.3%	8%
COc1cc(/C=N/NC(=O)CC2C(=O)NN=C2C)ccc1O (configuration not stated)	54µM*	17%	-0.2%	-9%	-4%	0.3%	2%	2.4%	12µM*
CCC(=O)Nc1nnc(-c2ccc(OC)cc2)o1	7%	-3%	-0.1%	2%	10%	-0.8%	-21%	6.6%	1%
Cc1cc(C)c(S(=O)(=O)c2cc(F)ccc2C)c(=O)[nH]1	5%	10%	0.0%	-21%	-1%	1.1%	-6%	0.1%	4%
C/C(Cn1nc([N+](=O)[O-])cc1C)=N\NC(=O)COc1ccc(Cl)cc1Cl	6%	-15%	0.0%	16%	-11%	1.6%	-38%	5.9%	3%
Cc1cc(Br)ccc1SCC(=O)OCC(=O)c1c(N)n(C)c(=O)n(C)c1=O	8%	-2%	-0.3%	-6%	10%	-3.2%	-8%	3.0%	6%
CCc1ccc2c(c1)c1nc(C)sc1n2CC(=O)OC	8%	9%	0.0%	-15%	10%	-2.4%	-16%	7.3%	9%
CCN1C2=NCCCN2c2cc(C)c(C)cc21	6%	12%	0.0%	4%	-1%	1.6%	-18%	0.6%	6%
Cc1cccc2cc(CN(CC3CCCO3)C(=O)c3cccnc3)c3nnnn3c12 (configuration not stated)	4%	1%	0.2%	4%	-23%	0.3%	0%	-3.6%	3%
COc1ccccc1C(O)P(=O)(OCC(C)C)c1ccc(N(C)C)cc1 (configuration not stated)	6%	10%	-0.1%	-6%	5%	0.3%	-2%	2.0%	7%
COC(=O)CN1C(c2ccc(OC)cc2)=Nc2ccc(Cl)cc2C1c1ccccc1 (configuration not stated)	2%	12%	0.4%	27%	19%	0.1%	-35%	-2.9%	-3%
O=S(=O)(NCCNS(=O)(=O)c1ccccc1)c1ccccc1	-18%	10%	0.0%	-17%	17%	0.7%	-2%	0.8%	10%
NS(=O)(=O)c1ccc(NC(=S)N2CCCC2)cc1	4%	-12%	-0.1%	-11%	-9%	3.4%	-21%	9.9%	6%
CC(C)(C)NC(=S)NNC(=O)c1cccc(Br)c1	15%	-29%	0.5%	12%	4%	-3.1%	-8%	-3.3%	23%
COC(=O)/C=C1\SC(=NC(=O)c2cccc(Cl)c2)NC1=O	7%	-7%	-2.3%	-16%	-3%	44%	-1%	3.6%	7%
CCN(CC)CCN1C(=O)C(=O)/C(=C(/O)c2ccc(S(=O)(=O)N3CCOCC3)cc2)C1c1ccc(C(C)(C)C)cc1 (configuration not stated)	-2%	-15%	0.0%	9%	0%	-2.3%	-8%	-4.0%	-1%
CC(=O)Nc1ccc(NS(=O)(=O)Cc2ccccc2)cc1	10%	13%	0.6%	-4%	6%	-0.4%	-5%	-1.4%	8%
O=C1NC(c2ccccc2OC(F)F)Oc2ccccc21 (configuration not stated)	3%	-7%	-1.1%	9%	16%	-0.7%	11%	0.4%	11%
COc1cc(/C=C(\C#N)C(N)=O)ccc1OS(=O)(=O)c1ccc(C)cc1	9%	16%	1.4%	-31%	29%	3.6%	15%	2.1%	4%
CS(=O)(=O)Nc1cccc(C(=O)CC2(O)C(=O)Nc3ccc(Br)cc32)c1 (configuration not stated)	6%	8%	-0.1%	9%	6%	10%	-19%	0.5%	5%
Cn1c(SCc2ccc(Br)cc2)nc2ccccc2c1=O	9%	31%	-0.2%	-39%[20 µM]	10%	0.4%	36%	-1.4%	7%
CCN(CC)C(=N)/C(C#N)=N/Nc1ccc(C)cc1	23%	-83%	-0.1%	14%	2%	-3.0%	-17%	1.4%	5%
CC(OC(=O)c1nsc(Cl)c1Cl)C(=O)NC1CCCCC1 (configuration not stated)	6%	-11%	-0.1%	-1%	-8%	0.7%	50%	8.2%	1%
CCCNS(=O)(=O)c1ccc(OCC(=O)NCc2ccco2)cc1	8%	6%	0.2%	34%	-11%	-0.7%	-29%	-3.7%	8%
CCOc1ccc(S(=O)(=O)N(C)c2ccc(OCC(=O)Nc3ccc4[nH]c(=O)[nH]c4c3)cc2)cc1	11%	-16%	-0.1%	-9%	4%	0.4%	-9%	-1.8%	0%
CCC(C(=O)NCC1CCCO1)N(Cc1ccc(F)cc1)C(=O)CNS(=O)(=O)c1ccccc1 (configuration not stated)	-1%	13%	-0.1%	8%	-2%	3.5%	34%	1.5%	10%
Cc1ccccc1NS(=O)(=O)c1ccc(OCC(=O)NCC2CCCO2)cc1 (configuration not stated)	6%	0%	-0.1%	-31%	7%	-0.3%	-6%	1.3%	9%
Cc1ccc(Sc2ccc(CN3CCCCC3)cc2[N+](=O)[O-])cc1	3%	19%	0.4%	-51%	8%	1.1%	21%	1.0%	5%
NC(=O)c1cc2ccccc2o/c1=N/NC(=O)c1cccc(Cl)c1	/	18%	0.0%	-26%	10%	2.6%	1%	-2.9%	4%
CCCc1ccc(C(=O)N2CCN(c3ccccc3OCC)CC2)cc1	8%	9%	-0.1%	-1%	14%	-0.5%	-24%	-2.4%	10%
CC(C)CC(=O)Nc1ccc(C(=O)NNC(=O)C(c2ccccc2)c2ccccc2)cc1	0%	-5%	-0.1%	-26%	-5%	-3.4%	-23%	3.9%	14%
CC(CCc1ccccc1)NC(=O)c1ccccc1F (configuration not stated)	-7%	15%	-0.1%	-7%	-4%	0.2%	-16%	-2.2%	-6%
O=C(OCn1nnc2ccccc2c1=O)c1cc(-c2ccccc2)nc2ccccc12	6%	24%	-0.3%	16%	-10%	-1.3%	-11%	-3.6%	7%
CCOC(=O)c1c(CSc2nc(C)cc(C)c2C#N)n(C)c2cc(Br)c(OC(C)=O)cc12	9%	41%	0.0%	3%	2%	-0.1%	-7%	2.0%	30%
S=C(Nc1ccccc1)N1CCN(Cc2ccccc2)CC1	13%	2%	0.0%	-15%	-12%	-0.6%	0%	3.7%	10%
Cc1ccccc1NC(=O)C1CCCN1S(=O)(=O)c1cccc2cccnc12 (configuration not stated)	4%	12%	0.3%	5%	3%	2.4%	-5%	-10%	8%
Cc1cc2oc(C(=O)Nc3c(C)n(C)n(-c4ccccc4)c3=O)c(C)c2cc1C	4%	18%	0.2%	-99%	6%	0.8%	-4%	0.2%	23%
COc1ccc2c(c1)[nH]c1c(=O)n(/N=C/c3ccc(OC)c(COc4ccccn4)c3)cnc12	6%	-3%	-0.3%	-14%	0%	-1.0%	-35%	9.6%	3%
O=C(Cn1nnc(-c2ccc(Cl)cc2)n1)NC1CC2CCC1C2 (configuration not stated)	9%	15%	-0.2%	10%	7%	-1.0%	24%	12%	2%
C[C@H](NC(=O)c1ccc(Cl)cc1)C(=O)NCCc1ccc(S(N)(=O)=O)cc1	4%	-1%	0.5%	5%	-5%	1.4%	-30%	-1.7%	10%
CCCCC/C=C\C[C@H](O)/C=C/c1cccc(C[C@H](O)CCCCO)n1	0%	-5%	-0.1%	18%	4%	18%	-34%	2.0%	12%
COc1cccc(N2CC(=O)N(c3cccc(OC)c3)CC2=O)c1	3%	18%	0.5%	-29%[20 µM]	5%	0.4%	-24%	-1.5%	4%
